HepG2 tox – qHTS for Inhibitors of TGF-b: Cytotox Counterscreen. HepG2 CAGA-GFP viability, ATP luminescence, 18 h. 410,000 tested, 0.76% active. Potency, µM (doses to about 46.1 µM), without a hit: top-dose activity change, negative = cytotoxicity, hits mostly cytotoxic. AID 588856, 2011; also: potency is read from the fitted curve at half-maximal effect; some results filed as inactive show a strong effect at the top dose
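HepG2 CAGA-GFP cells (1000/well, DMEM with 1% FBS) received compound, then TGF-beta at 500 pg/mL final, and were incubated 18 hours at 37 degrees C. Viability was read by CellTiter-Glo luminescence. Media-only wells were set as complete cell-killing and DMSO as no toxicity.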
EPAC2 ag – qHTS for Agonist of cAMP-regulated guanine nucleotide exchange factor 4 (EPAC2): primary screen. 360,000 tested, 0.079% active. EPAC2 activation, biochemical qHTS; response scale: 100% = 6.5 mM cAMP response. Potency, µM (doses to about 154 µM), inactives show at the highest dose activation, actives largely listed as activators; also: potency is read from the fitted curve at half-maximal effect; nearly all actives have a fitted effect of over 50% in size
Target sequence (Q8WZA2 whole entry, looked up): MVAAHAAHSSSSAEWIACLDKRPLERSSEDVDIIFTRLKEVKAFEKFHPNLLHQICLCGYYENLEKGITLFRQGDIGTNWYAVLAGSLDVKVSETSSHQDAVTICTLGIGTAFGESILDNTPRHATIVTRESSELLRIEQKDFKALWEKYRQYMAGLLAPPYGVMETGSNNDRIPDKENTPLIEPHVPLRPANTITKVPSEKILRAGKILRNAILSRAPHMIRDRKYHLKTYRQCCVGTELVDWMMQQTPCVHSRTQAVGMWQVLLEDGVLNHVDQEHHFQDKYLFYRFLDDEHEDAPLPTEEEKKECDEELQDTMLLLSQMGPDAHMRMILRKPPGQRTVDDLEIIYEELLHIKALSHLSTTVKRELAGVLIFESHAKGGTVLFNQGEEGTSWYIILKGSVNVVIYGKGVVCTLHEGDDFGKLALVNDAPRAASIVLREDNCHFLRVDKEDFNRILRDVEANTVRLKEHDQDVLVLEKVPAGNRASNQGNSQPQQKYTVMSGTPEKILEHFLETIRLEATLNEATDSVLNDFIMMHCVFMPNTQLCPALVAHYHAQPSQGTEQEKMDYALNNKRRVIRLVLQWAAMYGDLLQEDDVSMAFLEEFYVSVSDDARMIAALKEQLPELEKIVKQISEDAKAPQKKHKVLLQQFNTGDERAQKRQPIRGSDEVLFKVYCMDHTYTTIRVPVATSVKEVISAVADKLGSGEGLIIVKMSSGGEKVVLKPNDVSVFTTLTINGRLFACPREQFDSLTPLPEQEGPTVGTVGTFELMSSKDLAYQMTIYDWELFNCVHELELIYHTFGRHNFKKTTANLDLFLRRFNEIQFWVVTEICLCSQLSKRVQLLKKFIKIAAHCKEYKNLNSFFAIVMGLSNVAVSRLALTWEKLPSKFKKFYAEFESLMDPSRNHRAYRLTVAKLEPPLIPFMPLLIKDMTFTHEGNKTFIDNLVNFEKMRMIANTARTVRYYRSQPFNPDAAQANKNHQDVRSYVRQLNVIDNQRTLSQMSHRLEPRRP
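Setup: EPAC2 100 nM, labeled Rap1B complex 250 nM, free GDP 50 uM. Compound titrations pinned in, brief spin, 5 min room temperature incubation. Kinetic fluorescence read over 30 min, normalized to 6.5 mM cAMP.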
A549 tox – Nrf2 qHTS screen for inhibitors: counterscreen for cytotoxicity; 390,000 tested, 0.16% active; Potency, µM (series often up to 46 µM), without a hit: at the top dose activity change, negative = cytotoxicity, actives largely listed as inhibitors; A549 ARE-Fluc cells, CellTiter-Fluor viability, 18-24 h; AID 504648, 2011; also: potency is read from the fitted curve at half-maximal effect; % is scaled to controls: 0 for no effect and ±100 for the full control effect
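A549 ARE_Fluc cells in 5% FBS OPTI-MEM were exposed to compounds in concentration-response for 18-24 h at 37 deg C. Viability was read by CellTiter-Fluor fluorescence (Ex 405/Em 525) after 30 min, before the luciferase read.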
Nrf2 activator – qHTS of Nrf2 Activators. AREc32 ARE-luciferase reporter (MCF7-derived line), luminescence, 24 h. Potency, µM (series often up to 46.1 µM), inactives show at the highest dose activation, hits mostly activators. 410,000 tested, 0.31% active. AID 624171, 2012; also: potency is read from the fitted curve at half-maximal effect; % of control where 0% means no effect; nearly all actives have a fitted effect of over 65% in size
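For detection, Steady-Glo was added and plates sat 30 min at RT; before that, AREc32_Fluc cells grown overnight in OPTI-MEM/5% FBS had been treated with 23 nL compound for 24 hr at 37 deg C.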
S2 tox – Viability Counterscreen for Primary qHTS for Inhibitors of ATXN expression | S2 cells (HEK-293 line with an ATXN2-luciferase reporter) viability, CellTiter-Fluor protease fluorescence, 24 h | Potency, µM (top dose mostly 56.7 µM), usual class: cytotoxic | 400,000 tested, 0.49% active; also: potency is read from the fitted curve at half-maximal effect; nearly all actives have a fitted effect of over 40% in size
ATXN2 expr inh – Primary qHTS for Inhibitors of ATXN expression; HEK-293 ATXN2-luciferase reporter, luminescence, 24 h; Potency, µM (doses to about 57 µM), inactives show top-dose activity change, negative = inhibition, actives largely listed as inhibitors; 360,000 tested, 0.72% active; AID 1745845, 2022; also: potency is read from the fitted curve at half-maximal effect; % is scaled to controls: 0 for no effect and ±100 for the full control effect; nearly all actives have a fitted effect of over 55% in size
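ATXN2-luciferase reporter cells (luciferase flanked by upstream and downstream ATXN2 gene portions) were treated 24 h at 37 °C with compounds at up to 57 uM. SteadyGlo luminescence gave expression; GF-AFC fluorescence gave viability.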
TGFb inhibitor – qHTS for Inhibitors of TGF-b. Potency, µM (highest dose often 46.1 µM), inactives show top-dose activity, negative = inhibition, most hits filed as inhibitors. 410,000 tested, 1.2% active. HepG2 CAGA-GFP TGF-b/SMAD3 reporter, GFP fluorescence, 18 h; TGF-beta stimulated, 500 pg/mL final; also: potency is read from the fitted curve at half-maximal effect; % is scaled to controls: 0 for no effect and ±100 for the full control effect; nearly all actives have a fitted effect of over 65% in size
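First, reporter cells (HEPG2 CAGA-GFP) rested 2 h at 37 degrees C. Next, compounds were pinned in and TGF-beta added to 500 pg/mL final. After 18 h, GFP was imaged per cell and summed per well.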
Nrf2 inh – Nrf2 qHTS screen for inhibitors | A549 ARE-Fluc reporter, luciferase luminescence, 18-24 h | Potency, µM (doses to about 46 µM), without a hit: at the top dose activity change, negative = inhibition, most hits filed as inhibitors | 360,000 tested, 2.1% active | AID 504444, 2011; also: potency is read from the fitted curve at half-maximal effect; % is scaled to controls: 0 for no effect and ±100 for the full control effect; nearly all actives have a fitted effect of over 60% in size
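Nrf2 activity is the BugLite luminescence, read 15 min after reagent at room temperature, following CellTiter-Fluor cytotoxicity readout (30 min, 37C). Compound titrations were applied for 18-24 h to 5000 A549 ARE_Fluc cells/well in 5% FBS OPTI-MEM.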
IL-2 act – qHTS of IL-2 Activators; IL-2 activation reporter assay, cell-based qHTS; stimulated with anti-CD3/CD4/CD28 beads; in transgenic mouse T cells; activation, % (series mostly up to about 46 µM); 360,000 tested, 0.065% active; in the data active = activation above about 50%; inconclusive = mostly about 30% to 49%; also: 0% is about no effect
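Quantitative HTS in unstimulated transgenic mouse T cells, with memory T cells as non-tolerant control and PMA/ionomycin as tolerance-bypass control. Compound pretreatment lasted 60 minutes before 18 h bead stimulation; EGFP/DsRed fluorescence read.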
* = called active by the depositor; i = inactive; ? = inconclusive; nt = not tested or not shown; [ ] = another dose, or the depositor's remark. Unless noted, calls follow the shape of the dose curve; as a rule, active = well fitted curve in the direction sought with a large enough effect; inconclusive = small, poorly fitted or top-dose-only effect, or another doubt; inactive = no such curve, though single readings can be large; an effect the other way counts as inactive or inconclusive.

The first 2 entries as a preview:
entry | compound | HepG2 tox | EPAC2 ag | A549 tox | Nrf2 activator | S2 tox | ATXN2 expr inh | TGFb inhibitor | Nrf2 inh | IL-2 act
1 | COc1ccc(N2CCN(c3ccc(N4C(=O)CC(C)C4=O)cc3[N+](=O)[O-])CC2)cc1 (stereo not given) | -15% | 4% | -12% | -0.4% | i | 0% | -5% | -49% | -1.1
2 | COc1ccc(CCN=CC2=C(O)CCCC2=O)cc1OC | 7% | -2% | 2% | -0.6% | i | -5% | 1% | -12% | 0.7

Main list, previewed entries included:
entry | compound | HepG2 tox | EPAC2 ag | A549 tox | Nrf2 activator | S2 tox | ATXN2 expr inh | TGFb inhibitor | Nrf2 inh | IL-2 act
1 | COc1ccc(N2CCN(c3ccc(N4C(=O)CC(C)C4=O)cc3[N+](=O)[O-])CC2)cc1 (stereo not given) | -15% | 4% | -12% | -0.4% | i | 0% | -5% | -49% | -1.1
2 | COc1ccc(CCN=CC2=C(O)CCCC2=O)cc1OC | 7% | -2% | 2% | -0.6% | i | -5% | 1% | -12% | 0.7
3 | Cc1cc(NC(=O)C2CC2)ncc1NC(=O)c1ccccn1 | -10% | 3% | 1% | 0.5% | i | 29% | 20% | ? | -2.0
4 | Cc1ccc(-n2c(C)cc3c2CC(C)(C)CC3=O)cc1C | -22% | 7% | -1% | 0.0% | i | -19% | ? | -11% | -2.1
5 | O=C(COC(=O)c1ccc(O)cc1O)N=c1sccn1Cc1ccccc1Cl | -22% | 5% | -2% | 3.8% | i | 0% | 0% | -4% | -0.8
6 | CCc1cc2c(SCC(=O)c3ccc(Cl)s3)ncnc2s1 | -2% | 8% | -3% | 22% | i | 0% | ? | 3% | -1.3
7 | COc1ccc2nc(NC(=O)C3CCCN(S(=O)(=O)c4cccc5nsnc45)C3)sc2c1 (stereo not given) | -8% | -1% | -16% | 0.3% | i | -10% | -4% | ? | -0.9
8 | O=C(COC(=O)c1cccs1)NC1CCCCC1 | -6% | -4% | -4% | -0.5% | i | 9% | 3% | 7% | 2.3
9 | CCOc1cc(/C=N/Nc2cccc(C(=O)O)c2)ccc1OCC(=O)N1CCCCC1 | 5% | 7% | -7% | -0.1% | i | 16%[11.3 µM] | -3% | ? | 0.4
10 | COc1ccc(C(=O)NCc2ccc3c(c2)CCN3C(=O)c2ccc(F)cc2)cc1 | -14% | nt | -9% | 0.1% | ? | -23% | ? | nt | nt
11 | COc1ccc([N+](=O)[O-])cc1N(CC(=O)NC1CCCCC1)S(C)(=O)=O | 11% | 4% | 2% | -0.7% | ? | -3%[11.3 µM] | 9% | 17% | 1.1
12 | O=C(NCc1ccccc1)c1cccc2c(-c3cccnc3)coc12 | -25% | 8% | nt | 6.7% | ? | -19% | 9% | nt | 4.3
13 | COc1ccc(N(CC(C)C)S(=O)(=O)c2nnc(NC(=O)CC(C)C)s2)cc1 | -4% | -5% | -4% | -0.7% | i | 1% | 0% | ? | -3.4
14 | COc1ccc(Cl)cc1NC(=O)CCc1nnc2ccc(N3CCN(C)CC3)nn12 | -5% | -1% | 0% | 0.2% | i | -13% | 2% | ? | -0.4
15 | COc1ccc(N2CCN(C(=O)NC3CC(=O)N(c4ccc(OC)cc4)C3)CC2)cc1 (stereo not given) | 19% | 5% | -2% | 0.0% | i | -5% | 0% | 6% | -3.1
16 | Cc1cccc(/C=N/Nc2ccc3ccccc3n2)c1 | -68% | 11% | -9% | -4.2% | i | nt | ? | ? | -2.9
17 | CCCCCCN1CCN(C2CN(Cc3cn(CCCCCC)nn3)S(=O)(=O)C2)CC1 (stereo not given) | nt | -13% | nt | 4.2% | i | -12% | nt | nt | 0.1
18 | Cc1oc(-c2ccc(C(=O)NCCC(C)C)cc2)nc1CN1CCc2ccccc21 | -34% | nt | -12% | -1.3% | ? | -33% | -7% | nt | nt
19 | Cc1cccc(NC(=O)CCCn2c(=S)[nH]c3ccccc3c2=O)c1 | -7% | -4% | 2% | -0.2% | i | -21% | -6% | ? | -2.9
20 | O=C(CN(c1cccc([N+](=O)[O-])c1)S(=O)(=O)c1ccccc1)NCc1cccnc1 | 1% | 4% | -9% | 0.5% | i | -7% | 25% | -7% | 1.9
21 | Cc1nn(CC(=O)N(C)c2c(N)n(Cc3ccccc3)c(=O)[nH]c2=O)c(C)c1[N+](=O)[O-] | -16% | 4% | 4% | 1.9% | i | 3% | -1% | 12% | -0.3
22 | CC(C)N(C)S(=O)(=O)c1ccc(Cl)c(C(=O)O)c1 | 18% | -2% | 0% | -0.2% | i | -7% | -6% | 6% | -0.8
23 | Cc1ccc(CNC(=O)/C=C/c2ccc(S(=O)(=O)N3CCOCC3)cc2)cc1 | 9% | -8% | -3% | -0.6% | ? | -7% | 7% | 8% | 0.0
24 | NS(=O)(=O)c1ccc(NC(=S)NC2CCCC2)cc1 | 1% | 3% | -3% | 0.2% | i | -24% | 3% | 12% | -0.6
25 | O=C(c1ccccc1)N1CC(COc2ccccc2)OC(c2ccco2)O1 (stereo not given) | 3% | 10% | -3% | 6.6% | i | 5% | -9% | ? | -0.4
26 | COc1ccc(-c2n[nH]c3c2C(c2ccc(OC)c(OC)c2)N(c2ccccc2)C3=O)cc1 (stereo not given) | -1% | 7% | -3% | -0.5% | i | 3% | 3% | -27% | -2.3
27 | CCC(C)(C)n1nnnc1C(c1ccc(F)cc1)N1CCN(C(=O)c2ccco2)CC1 (stereo not given) | 5% | 6% | 2% | -0.3% | i | -1% | 7% | 5% | 1.0
28 | O=C(OC(c1ccc(NS(=O)(=O)c2ccccc2)cc1)(C(F)(F)F)C(F)(F)F)c1ccccc1 | -69% | -1% | -13% | 4.9% | ? | ? | ? | ? | -1.0
29 | Cc1c(NC(=O)/C(C#N)=C/C2CC=CCC2)c(=O)n(-c2ccccc2)n1C (stereo not given) | 2% | 0% | -2% | 2.7% | i | 6% | -2% | ? | 0.2
30 | Cn1cc(CCNC(=O)CC2C(=O)NCCN2CC(c2ccccc2)c2ccccc2)cn1 (stereo not given) | -8% | -5% | 5% | 0.0% | i | 3% | 28% | 14% | -2.0
31 | CCOC(=O)c1cnn(-c2ccccc2)c1-c1ccccc1 | -30% | 10% | 13% | -0.6% | i | -5% | -9% | -8% | 0.0
32 | CCc1ccc2c(COC(=O)C3CC(=O)N(CCc4ccccc4)C3)cc(=O)oc2c1 (stereo not given) | -18% | -8% | 1% | -1.2% | i | -2% | 0% | -7% | 2.6
33 | O=C1NC(=O)C2(N1)c1ccccc1-c1ccccc12 | 5% | 1% | -5% | -0.5% | ? | 2% | 5% | -27% | -3.1
34 | O=c1[nH]cnc2ccc([N+](=O)[O-])cc12 | -46% | 12% | 5% | -0.1% | i | -7% | -20% | -12% | 5.3
35 | N#Cc1cn(Cc2ccco2)c(=O)[nH]c1=O | 2% | 2% | 0% | 0.2% | i | 0% | 1% | 6% | 0.3
36 | C/C(CC(=O)Nc1ccc([N+](=O)[O-])cc1)=N/NC(=O)C1CC12CCC2 (stereo not given) | 0% | 10% | -1% | 5.9% | i | -8% | 7% | 5% | 1.0
37 | COc1ccc(NC(=O)CN2C(=O)C(C)SC(C)C2=O)cc1 (stereo not given) | -14% | 9% | 1% | -0.4% | i | 6% | -2% | -3% | -2.4
38 | Cc1ccccc1Cn1c(=O)n(C)c(=O)c2sccc21 | 2% | 8% | 1% | 0.8% | i | 13% | -3% | -21% | 1.0
39 | CC(NC(=O)C(Cc1ccccc1)N1C(=O)C2C3CCC(C3)C2C1=O)c1ccccc1 (stereo not given) | 23% | -1% | 4% | -0.5% | i | 5% | -13% | -16% | 0.1
40 | Cc1cccc(C(=O)N[C@H](C(=O)OCC(=O)NC(=O)c2cccn2C)C(C)C)c1 | -4% | 11% | 2% | 2.6% | i | 9% | 10% | -4% | -2.3
41 | C=CCn1c(SCC(=O)Nc2nnc(C)s2)nnc1-c1cccnc1 | 6% | -3% | 4% | -0.1% | i | 3% | 5% | -13% | 0.5
42 | Cc1ccccc1OCCn1c(-c2ccc(Cl)cc2)nc2ccccc2c1=O | -16% | nt | 0% | 6.8% | i | 1% | -1% | 6% | nt
43 | COc1ccc(-c2csc(N(CCCN(C)C)C(=O)c3ccc(C(C)(C)C)cc3)n2)cc1 | -47% | 0% | -6% | 2.1% | i | -8% | ? | 1% | -1.1
44 | CNc1cc(=O)n(C)c(=O)n1-c1ccccc1 | -6% | 5% | 11% | -0.4% | i | nt | -10% | 7% | 0.4
45 | COc1ccc(Oc2ccc(/C=C/C(=O)c3ccc(O)cc3)cc2[N+](=O)[O-])cc1 | -98% | 10% | 1% | ? | nt | 22µM* | 16µM* | 0% | -0.4
46 | CCOc1ccccc1C(=O)OCC(=O)Nc1ncc(C(F)(F)F)cc1Cl | -3% | -5% | -11% | -0.7% | i | -7% | -3% | 10% | 5.3
47 | Cc1ccc(N(C(=O)c2snc(C(N)=O)c2N)C(CC(C)C)C(=O)NC2CCCC2)cc1 (stereo not given) | -8% | 3% | -7% | -1.0% | i | 1% | 1% | -11% | -3.0
48 | COc1ccc(N(C(=O)CNC(=O)c2ccco2)C(C(=O)NC2CCCC2)c2ccco2)cc1 (stereo not given) | -25% | 0% | -9% | -0.4% | i | -2% | -5% | 1% | 2.5

Down the list, quoted from above:
EPAC2 ag, entries 27–37, in order: 6%, -1%, 0%, -5%, 10%, -8%, 1%, 12%, 2%, 10%, 9%
ATXN2 expr inh, entries 27–37, in order: -1%, ?, 6%, 3%, -5%, -2%, 2%, -7%, 0%, -8%, 6%
